Keap1 Nrf2 FP: inhibitors of human Keap1-Nrf2 protein-protein interaction. AID 504523. actives 0.15% (n = 340,000). Keap1 Kelch-Nrf2 peptide fluorescence polarization, 1536-well. inhibition, % at 9.4 µM. Q14145; in the data active = inhibition above about 12%;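 also: human Keap1 Kelch domain with fluorescein labeled Nrf2 9mer peptide probe; 0% = neutral control wells and 100% = peptide positive control; higher means more block of Keap1 binding to Nrf2 peptide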
Target sequence (Q14145 whole entry, looked up, the tested form may be a part): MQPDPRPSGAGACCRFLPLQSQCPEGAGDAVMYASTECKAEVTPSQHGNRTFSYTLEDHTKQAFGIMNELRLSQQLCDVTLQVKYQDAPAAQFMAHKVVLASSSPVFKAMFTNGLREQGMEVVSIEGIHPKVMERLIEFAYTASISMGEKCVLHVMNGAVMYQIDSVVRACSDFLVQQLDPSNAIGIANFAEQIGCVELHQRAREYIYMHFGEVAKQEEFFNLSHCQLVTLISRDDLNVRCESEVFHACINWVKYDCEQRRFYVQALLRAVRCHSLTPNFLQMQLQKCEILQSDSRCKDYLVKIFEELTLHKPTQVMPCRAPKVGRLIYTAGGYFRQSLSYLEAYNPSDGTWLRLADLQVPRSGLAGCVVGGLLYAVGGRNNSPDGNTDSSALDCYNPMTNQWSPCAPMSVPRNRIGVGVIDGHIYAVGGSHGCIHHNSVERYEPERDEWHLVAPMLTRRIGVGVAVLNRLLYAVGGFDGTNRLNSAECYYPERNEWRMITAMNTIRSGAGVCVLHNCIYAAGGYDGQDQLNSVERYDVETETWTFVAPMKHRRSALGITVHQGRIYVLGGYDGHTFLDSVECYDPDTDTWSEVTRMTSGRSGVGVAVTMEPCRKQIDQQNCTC
HTR5A ag: counter-screen for OPRM1-OPRD1 agonists: human HTR5A agonism; HTR5A agonist assay, luminescence, cell-based; activation, % at 9.3 µM; actives 0.61% (n = 340,000); in the data active = activation mostly above about 9.5%, no sharp cut-off; inactive = mostly below about 7.6%;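 also: 0% = cells with vehicle only and 100% = reference agonist; strong numbers were not always called active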
Target sequence (P47898 whole entry, looked up): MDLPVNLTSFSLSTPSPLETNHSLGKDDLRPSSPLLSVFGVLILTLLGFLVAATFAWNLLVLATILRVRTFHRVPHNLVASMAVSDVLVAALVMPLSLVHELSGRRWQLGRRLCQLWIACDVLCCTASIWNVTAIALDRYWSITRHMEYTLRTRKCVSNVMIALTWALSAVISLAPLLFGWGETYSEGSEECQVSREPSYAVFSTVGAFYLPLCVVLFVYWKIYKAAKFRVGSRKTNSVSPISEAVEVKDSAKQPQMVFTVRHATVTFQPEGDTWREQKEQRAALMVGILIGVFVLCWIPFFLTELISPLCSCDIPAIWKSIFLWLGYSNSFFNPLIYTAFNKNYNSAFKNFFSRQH
Cardiac RTF inh: cardiac RTF calcium desensitization; P19429+P45379; IANBD-labeled cardiac RTF, Ca2+ fluorescence; inhibition, % at 7.15 µM; actives 0.12% (n = 340,000);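 active = inhibition above the mean inhibition of all tested compounds plus 3 SD, cut at about 17% in these data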;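 also: assay run at fixed EC70 calcium of 1.6 mM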
HTR5A inv ctr: counter-screen for OPRM1-OPRD1 inverse agonists: human HTR5A inverse agonism; P47898; HTR5A cell line, luminescence; inhibition, % at 9.3 µM; actives 0.083% (n = 340,000); in the data active = inhibition mostly above about 23%, no sharp cut-off; inactive = mostly below about 18%;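 also: 0% = cells with DMSO and 100% = no-cell wells with DMSO; some compounds called inactive have numbers as strong as hits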
CAL-PDZ inh HTS: CAL PDZ (human) peptide binding inhibition; Q9HD26; purified CAL PDZ, TMR-peptide fluorescence polarization, 1 h; inhibition, % at 24.9 µM; actives 0.92% (n = 300,000); AID 602252;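 active = mean inhibition of at least 30% with at least half of replicates also reaching 30%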;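 also: 0% = DMSO neutral control and 100% = excess unlabeled competitor peptide PRC23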
MOR-DOR ag: agonists of human mu-delta opioid receptor heterodimerization. cells, OPRM1-OPRD1 heterodimerization, luminescence. activation, % at 9.3 µM. actives 0.3% (n = 340,000); in the data active = activation above about 18%;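 also: 0% = vehicle-treated cells and 100% = reference agonist; values of inactives mirror those of a sister screen read the other way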
OPRM1-OPRD1 inv: inverse agonist of human OPRM1-OPRD1 heterodimerization | cell-based MOR-DOR heterodimer luminescence, inverse agonism | inhibition, % at 9.3 µM | actives 0.21% (n = 340,000) | AID 504357; in the data active = inhibition above about 22%, passing the limit was not always enough;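 also: 0% = cells with DMSO and 100% = wells without cells with DMSO; values of inactives mirror those of a sister screen read the other way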
cardiac RTF act: cardiac RTF calcium sensitization | P19429+P45379 | IANBD-labeled TnC RTF fluorescence at EC20 calcium; 0% EC20 calcium, 100% full calcium | activation, % at 7.2 µM | actives 0.24% (n = 340,000) | AID 493008;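 active = activation above the mean over all tested compounds plus 3 SD, cut at about 30% in these data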;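 also: rise in fluorescence read as greater calcium sensitivity of cardiac thin filaments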
LANA DNA inh: blocks KSHV LANA C-terminal domain binding to DNA. MBP-C-LANA/FAM-LBS DNA binding, fluorescence polarization. actives 0.078% (n = 340,000). inhibition, % at 9 µM;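 active = highest replicate inhibition at or above 60% at 9 µM, even if other replicates fall short; inactive = all replicates below 60% inhibition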;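 also: 0% = neutral control wells and 100% = 4 µM acridine orange control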
V-ATPase pH: regulators of yeast V-ATPase proton transport. AID 504577. S. cerevisiae, pHLuorin cytosolic pH fluorescence. actives 0.37% (n = 350,000). response, % at 10 µM; in the data active = response mostly above about 7.3%, no sharp cut-off; inactive = mostly below about 5.4%; also: actives read high; inactives centre near 0; some compounds called inactive have numbers as strong as hits; reference of the scale not given here
* = called active by the depositor; / = no result given. Compounds were not picked by outcome; any-hit rate near 2.8%.

SMILES	Keap1 Nrf2 FP	HTR5A ag	Cardiac RTF inh	HTR5A inv ctr	CAL-PDZ inh HTS	MOR-DOR ag	OPRM1-OPRD1 inv	cardiac RTF act	LANA DNA inh	V-ATPase pH
O=C(CSc1cccc[n+]1[O-])NC1CCCCC1	2	1	-1	-2	-2	0.1	0	-4	-2.4	3
CC(=O)c1ccc(NS(=O)(=O)c2ccc(C(C)(C)C)cc2)cc1	-4	-2	-4	-18	/	1.1	-6	3	1.6	-2
COc1cccc(-c2nc(Cc3ccc(OC)c(OC)c3)no2)c1	-2	-5	-6	12	-3	2.5	-15	5	0.1	0
COc1ccc(S(=O)(=O)N(C)CC(=O)NC2CC2)cc1	-2	-2	-12	7	-2	0.0	0	-1	-0.1	-2
COc1ccc(N/C(=N\c2nc(C)cc(C)n2)NC(=O)C(C)C)cc1OC	2	3	-1	2	2	-1.0	5	2	-0.3	-1
COc1ccccc1-c1nnc(SCC(=O)Nc2ccc(S(N)(=O)=O)cc2)n1N	-4	5	-5	-16	-2	0.1	0	7	-1.5	0
Cc1nn2c(N3CCN(C4CCCC4)CC3)cc(C(C)(C)C)nc2c1-c1ccccc1	-2	-3	0	-17	/	-1.3	7	-1	0.8	-1
Cc1ccc(S(=O)(=O)N(C)c2nc3ccccc3[nH]c2=S)cc1	-2	-1	-7	-12	-3	-2.3	12	-1	-2.0	0
CCOc1ncccc1C(=O)OCc1c(Cl)cccc1Cl	0	1	-2	-9	-2	2.9	-13	-1	-0.8	-1
COc1ccc(S(=O)(=O)N2CCC(C(=O)NCc3ccccn3)CC2)cc1Cl	-5	4	1	-12	-2	-3.4	19	3	2.7	0
CN(C)Cc1cnc2ccc(Cl)cn12	-1	1	0	-7	1	-1.9	10	-3	0.4	-1
O=c1[nH]nc(SCc2cc(Cl)ccc2Cl)c(=O)[nH]1	-1	0	-7	0	-1	0.2	-1	-3	-1.1	1
Cc1ccc(NC(=O)CN(C)S(=O)(=O)c2cccs2)cc1C	-5	-2	2	14	2	-1.2	7	-2	-0.1	-2
CC(C)OC(=O)Nc1ccc2c(c1)N(C(=O)CCN(C)C)c1ccccc1CC2	-4	2	0	2	/	-1.7	8	1	1.4	-5
COc1ccc(S(=O)(=O)N2CCCCC2)cc1C(C)C	-1	-7	-4	17	-24	0.2	-1	3	-1.2	-1
O=C(O)CCCCCCCCc1cn(Cc2ccc(C(=O)c3ccccc3)cc2)nn1	-3	-2	9	-4	-4	-3.7	20	-12	-0.8	3
COCCNC(=O)CN(c1ccc(F)cc1)S(=O)(=O)c1ccc2c(c1)OCCO2	-1	1	-5	-12	-1	1.2	-10	-6	-1.6	0
C/C=C\C=C/C(=O)Nc1cccc(C2=NOC3(C2)C[C@H](C(N)=O)N(C(=O)c2ccc(OC)cc2)C3)c1 (some centres not stated)	-11	9	4	-27	-1	-1.2	7	2	-2.1	-1
C=CCNS(=O)(=O)c1cc(S(=O)(=O)NCC=C)c(OC)cc1OC	-1	-1	9	15	0	-2.7	13	-9	-0.8	0
CC(C)(C)NC(=O)C(c1cccs1)N(Cc1ccco1)C(=O)c1csnn1 (configuration not stated)	0	4	8	-24	-3	1.8	-13	1	1.0	3
CCC(NCc1cccnc1)c1ccc(OC)c(OC)c1 (configuration not stated)	-6	-4	2	-4	-3	-0.4	2	-4	-4.3	-3
CCOC(=O)CSC(CC)C(=O)Nc1nnc(CC)s1 (configuration not stated)	-5	-1	-1	-16	-2	-1.0	6	4	0.0	-5
CC1CCC(NC(=O)Cn2ncc3ccccc32)CC1 (configuration not stated)	0	6	-2	-18	-4	-1.3	6	0	0.9	2
O=C(NCc1ccccc1Cl)C1CCN(S(=O)(=O)N2CCCCCC2)CC1	-1	2	-4	6	-1	0.8	-4	-3	-0.5	2
COCCCNC(=O)C1=CCN(S(=O)(=O)c2ccc(C)cc2)CC1	1	1	-19	-5	-5	-1.8	9	-6	1.4	0
New compounds follow.
SMILES	Keap1 Nrf2 FP	HTR5A ag	Cardiac RTF inh	HTR5A inv ctr	CAL-PDZ inh HTS	MOR-DOR ag	OPRM1-OPRD1 inv	cardiac RTF act	LANA DNA inh	V-ATPase pH
COc1cc2c(-c3ccc4c(c3)OCO4)c(-c3ccsc3)oc(=O)c2cc1OC	-2	15*	-14	-39	-2	-2.3	12	3	1.9	4
CN(CCOc1ccccc1)C(=O)C1CCC(=O)N(CCc2ccc(Cl)cc2)C1 (configuration not stated)	1	4	-5	-4	2	-1.4	8	6	0.2	4
O=C(NC1=NCCS1)c1cc(-c2cccc(Br)c2)nc2ccccc12	-6	-1	2	-5	-4	-0.5	3	3	0.2	-1
O=C(NN1CCN(Cc2ccccc2)CC1)c1ccc(N2CCOCC2)c([N+](=O)[O-])c1	-7	3	4	3	/	1.6	-8	4	-1.0	2
CC(C)c1ccc(NC2CCCN(C(=O)CCCn3cncn3)C2)cc1 (configuration not stated)	0	-5	-4	12	-1	-3.4	17	-6	1.2	-4
COc1cc(C(=O)NCCCNc2nc3c(C)cc(C)cc3cc2C#N)cc(OC)c1OC	0	1	-8	-28	-4	-0.4	2	4	0.0	3
CC(C)Sc1oc(-c2ccco2)nc1S(=O)(=O)c1ccccc1	-3	2	-3	12	-2	-1.5	9	-2	-0.3	-1
CSc1nc(SCC(=O)O)c2c3c(sc2n1)COC(C)(C)C3	-1	2	-18	-30	9	-2.3	12	-3	-1.4	0
Nc1nnc(-c2cc3ccccc3oc2=O)s1	0	-2	-5	6	1	-3.2	13	-5	-0.2	0
COc1ccc(C(=O)c2coc3ccc(OC(C)=O)cc23)cc1	-3	2	5	-7	-2	3.0	-13	0	1.5	-2
Cc1ccc(/C=C2/Sc3ccccc3N(CC(=O)NCCCOC(C)C)C2=O)cc1	2	-2	2	-6	14	-0.3	1	-20	0.5	-1
Cc1cc(C)n(CC(=O)c2ccc(Cl)cc2)n1	3	-5	-7	13	0	-0.8	4	-1	-6.3	-3
Cc1onc(-c2ccccc2Cl)c1C(=O)Nc1cccc(S(=O)(=O)NC2=NCCC2)c1	2	-2	-5	6	/	-0.2	1	3	0.3	-6
Cc1noc(C)c1CSCC(=O)Nc1nnc(CC(C)C)s1	-2	1	2	6	-2	-1.8	9	4	0.9	0
COc1ccc(C=C(c2ccc(OC)cc2)c2ccc(OC)cc2)cc1	-2	2	-9	-6	5	0.1	0	2	0.7	7
CCN(Cc1ccc2c(c1)OCCO2)C(=O)CN1C(=O)NC2(CCCCC2)C1=O	-1	8	-12	-20	1	-0.2	1	-2	-0.2	-2
Cc1cccc(C(=O)NCCNC(=O)c2ccccn2)c1	0	9	-1	-25	-4	-0.7	5	-9	0.3	4
Cc1ccccc1OCC(=O)O/N=C(\N)Cc1cccs1	-7	1	-6	-2	-4	2.5	-15	-4	-0.2	-2
CC(=O)Nc1cccc(NC(=S)Nc2ccc(F)cc2F)c1	0	0	-9	1	-2	-1.9	11	3	0.1	4
COC(=O)C(=O)C/C(=N/Nc1ncnc2ccccc12)c1ccc(Cl)cc1	-5	-2	-3	3	-2	4.7	-29	-2	-0.2	1
O=S(=O)(c1ccccc1)N1CCc2ccccc21	0	7	-1	-24	-4	-4.2	20	2	-1.3	1
Cc1nn(Cc2noc(C(=O)NCCCn3ccnc3)n2)c(C)c1Br	-4	-2	-17	-15	2	1.3	-7	2	-1.6	/
Cc1cc(=O)oc2c(C)c(OCC(=O)Nc3cccnc3)ccc12	-1	2	-9	-7	/	-0.8	4	3	-1.7	1
Cc1ccc(S(=O)(=O)N2CCCN(S(=O)(=O)c3ccc(C)c(C)c3)CC2)cc1C	0	3	-2	16	/	-0.6	3	4	1.5	-2
CCc1ccc(CCC(=O)Nc2sc(C)c(C)c2C(=O)OC)o1	-6	0	4	-18	2	3.0	-16	-4	-0.2	0

No new results follow: entries from further up.
SMILES	Keap1 Nrf2 FP	HTR5A ag	Cardiac RTF inh	HTR5A inv ctr	CAL-PDZ inh HTS	MOR-DOR ag	OPRM1-OPRD1 inv	cardiac RTF act	LANA DNA inh	V-ATPase pH
CC(C)c1ccc(NC2CCCN(C(=O)CCCn3cncn3)C2)cc1 (configuration not stated)	0	-5	-4	12	-1	-3.4	17	-6	1.2	-4
COc1cc(C(=O)NCCCNc2nc3c(C)cc(C)cc3cc2C#N)cc(OC)c1OC	0	1	-8	-28	-4	-0.4	2	4	0.0	3
CC(C)Sc1oc(-c2ccco2)nc1S(=O)(=O)c1ccccc1	-3	2	-3	12	-2	-1.5	9	-2	-0.3	-1
CSc1nc(SCC(=O)O)c2c3c(sc2n1)COC(C)(C)C3	-1	2	-18	-30	9	-2.3	12	-3	-1.4	0
Nc1nnc(-c2cc3ccccc3oc2=O)s1	0	-2	-5	6	1	-3.2	13	-5	-0.2	0
COc1ccc(C(=O)c2coc3ccc(OC(C)=O)cc23)cc1	-3	2	5	-7	-2	3.0	-13	0	1.5	-2
Cc1ccc(/C=C2/Sc3ccccc3N(CC(=O)NCCCOC(C)C)C2=O)cc1	2	-2	2	-6	14	-0.3	1	-20	0.5	-1
Cc1cc(C)n(CC(=O)c2ccc(Cl)cc2)n1	3	-5	-7	13	0	-0.8	4	-1	-6.3	-3
Cc1onc(-c2ccccc2Cl)c1C(=O)Nc1cccc(S(=O)(=O)NC2=NCCC2)c1	2	-2	-5	6	/	-0.2	1	3	0.3	-6
Cc1noc(C)c1CSCC(=O)Nc1nnc(CC(C)C)s1	-2	1	2	6	-2	-1.8	9	4	0.9	0
COc1ccc(C=C(c2ccc(OC)cc2)c2ccc(OC)cc2)cc1	-2	2	-9	-6	5	0.1	0	2	0.7	7
CCN(Cc1ccc2c(c1)OCCO2)C(=O)CN1C(=O)NC2(CCCCC2)C1=O	-1	8	-12	-20	1	-0.2	1	-2	-0.2	-2
Cc1cccc(C(=O)NCCNC(=O)c2ccccn2)c1	0	9	-1	-25	-4	-0.7	5	-9	0.3	4

Further entries.
SMILES	Keap1 Nrf2 FP	HTR5A ag	Cardiac RTF inh	HTR5A inv ctr	CAL-PDZ inh HTS	MOR-DOR ag	OPRM1-OPRD1 inv	cardiac RTF act	LANA DNA inh	V-ATPase pH
O=C(c1ccc2ccccc2c1)c1c[nH]cc1-c1ccccc1	-1	0	-8	-17	-4	4.7	-29	2	-1.9	0
Nc1c(Br)cc2c([nH]c(=O)c3ccccc32)c1Br	5	1	-4	-3	-1	7.3	-32	-3	0.3	2
CN(Cc1ccccc1)C(=O)COC(=O)C1CCN(S(=O)(=O)c2ccc(Cl)c(C(F)(F)F)c2)CC1	3	2	2	-5	1	-0.8	5	-2	0.1	3
COc1ccc(N(Cc2cc3ccccc3[nH]c2=O)S(=O)(=O)c2ccc(C)cc2)cc1	-4	9	0	-26	/	-1.0	6	-7	-0.2	-3
COc1ccc(OCC(=O)N2CCN(C(=O)c3cccc4ccccc34)CC2)cc1	3	-7	-6	18	/	0.3	-1	-3	0.0	-1
Cc1cc(C)cc(OCC(=O)NNC(=S)NC(=O)C2CC2)c1	1	-4	2	9	0	-7.5	39*	0	-0.3	-1
CS/C(=N/S(=O)(=O)c1ccc(C)cc1)c1ccccc1	4	3	6	-15	-2	0.4	-2	1	-4.3	1

Screening data as filed in PubChem.
